# ALOX12 inh = blocks human arachidonate 12S-lipoxygenase; P18054; purified 12hLO, xylenol orange hydroperoxide absorbance; Potency, µM (top dose mostly 108 µM), without a hit: at the top dose activity change, negative = inhibition, most hits filed as inhibitors; 580,000 compounds, 1.1% hits; AID 1671190; active = well fitted inhibition curve with a large enough effect; inconclusive = small, poorly fitted or top-dose-only effect, or another doubt; inactive = no such curve, though single readings can be large or run the other way
# Target sequence (P18054 whole entry, looked up): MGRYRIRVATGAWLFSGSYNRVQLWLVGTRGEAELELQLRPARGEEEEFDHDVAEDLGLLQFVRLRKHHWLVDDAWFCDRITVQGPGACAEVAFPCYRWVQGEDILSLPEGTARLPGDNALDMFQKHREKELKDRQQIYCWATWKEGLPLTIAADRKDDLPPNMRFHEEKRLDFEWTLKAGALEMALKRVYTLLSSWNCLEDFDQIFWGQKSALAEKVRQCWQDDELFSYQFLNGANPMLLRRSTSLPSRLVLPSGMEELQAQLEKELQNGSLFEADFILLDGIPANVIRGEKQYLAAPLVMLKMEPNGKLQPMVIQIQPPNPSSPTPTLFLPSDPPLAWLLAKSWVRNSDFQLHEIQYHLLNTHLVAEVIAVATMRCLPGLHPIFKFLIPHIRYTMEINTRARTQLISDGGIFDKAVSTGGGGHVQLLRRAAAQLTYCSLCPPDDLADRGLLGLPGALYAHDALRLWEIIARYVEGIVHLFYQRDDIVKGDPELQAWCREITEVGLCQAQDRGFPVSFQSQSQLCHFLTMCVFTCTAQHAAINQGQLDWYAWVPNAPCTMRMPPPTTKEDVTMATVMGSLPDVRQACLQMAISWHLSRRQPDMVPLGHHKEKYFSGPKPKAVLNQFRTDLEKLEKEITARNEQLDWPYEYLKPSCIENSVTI
#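 Purified human 12hLO (150 nM final) in 25 mM Hepes, 0.01% Triton X-100, pH 7.0 was preincubated 15 min at room temperature with compound. Then 40 uM arachidonic acid was added, 30 min. Hydroperoxide was read by Fe-XO absorbance ratio 573/405 nm.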
# Active calls of the source: *; ? = inconclusive; [ ] = remark or other dose. % is scaled to controls: 0 for no effect and ±100 for the full control effect; potency is read from the fitted curve at half-maximal effect. A portion of the library; rates above refer to the full screens.
SMILES,ALOX12 inh
Cc1ccc(C(=O)NC2CCN(c3cn[nH]c(=O)c3)CC2)cc1F,28%
COc1cccc(-c2ccc(NC(=O)C3CCCN3Cc3cnn(C)c3)cc2)c1 (centres undefined),35%[activator]
COCc1ccc(CNCc2cccnc2N2CCCC(O)C2)o1 (centres undefined),65%[activator]
COCCNC(=O)[C@H]1C[C@H](Oc2ccccc2)CN1C(=O)NCc1ccc(OC)cc1,30%
Cc1cc(COc2ccccc2)oc1C(=O)N1C[C@@H]2CCN(C)[C@@H]2C1,4%
CC12CCC3c4ccc(OCCCO)c([N+](=O)[O-])c4CCC3C1CCC2=O (centres undefined),-6%
CC1=C[C@@H](CNS(=O)(=O)c2cccc(F)c2)[C@H](C(C)C)C[C@H]1CC(=O)O,?
COc1ccc(CN2C[C@@]3(O)CC[C@@H](O)[C@@H](OC)[C@@H]3[C@@]2(C)[C@H](O)CC=C(C)C)cc1,-4%
O=C(Nc1ccc(F)cc1)c1ccnc2[nH]ccc12,11%[12.5 µM]
CC(C)(C)c1ccnc(N[C@H]2CO[C@H]3[C@@H]2OC[C@H]3OC(=O)Nc2cccc(C(F)(F)F)c2)n1,11%
CN(C)c1ccc(CN2C[C@H](O)C[C@H]2c2nc(C3CC3)no2)cc1,-23%[176 µM]
CSc1ccc(-c2ccc3c(c2)C(=O)N2CC[C@H](NC(=O)c4cccs4)[C@H]2C(=O)N3)cc1,5%
CS(=O)(=O)c1ccc(CNC[C@H]2COCc3nc4cc(F)ccc4n32)cc1,48%[activator][176 µM]
CCNc1ncnc2sc3c(c12)CCN(Cc1ccco1)C3,128%[activator]
CN(CC1CCOCC1)S(=O)(=O)c1cccs1,-2%

# Reprinted at random: seven records from the list, in no set order.
SMILES,ALOX12 inh
CC1=C[C@@H](CNS(=O)(=O)c2cccc(F)c2)[C@H](C(C)C)C[C@H]1CC(=O)O,?
Cc1ccc(C(=O)NC2CCN(c3cn[nH]c(=O)c3)CC2)cc1F,28%
CC12CCC3c4ccc(OCCCO)c([N+](=O)[O-])c4CCC3C1CCC2=O (centres undefined),-6%
Cc1cc(COc2ccccc2)oc1C(=O)N1C[C@@H]2CCN(C)[C@@H]2C1,4%
COc1ccc(CN2C[C@@]3(O)CC[C@@H](O)[C@@H](OC)[C@@H]3[C@@]2(C)[C@H](O)CC=C(C)C)cc1,-4%
CC(C)(C)c1ccnc(N[C@H]2CO[C@H]3[C@@H]2OC[C@H]3OC(=O)Nc2cccc(C(F)(F)F)c2)n1,11%
O=C(Nc1ccc(F)cc1)c1ccnc2[nH]ccc12,11%[12.5 µM]

# The results go on:
SMILES,ALOX12 inh
CCc1ccccc1C(=O)N1CC[C@@](O)(CCOC)[C@H](C)C1,75%[activator]
O=C(NCCc1ccccn1)c1cc2n(n1)CC(c1ccc(Br)cc1)OC2 (centres undefined),11%
COCCNC(=O)C[C@@H]1C[C@@H](C(C)C)[C@H](CNS(C)(=O)=O)C=C1C,5%[176 µM]
COC(=O)C(=O)N[C@H]1C[C@@H](Cc2cc(-c3ccc(OC)cc3)on2)C1(C)C,17%[176 µM]
Cc1ccc(-c2nc(CNC(=O)C3(N)CCC3)[nH]c2-c2ccccn2)cc1,-28%
Cc1nn(-c2ccc(F)cc2)c(C)c1[C@@H]1C=C[C@@H](NC(=O)c2ccco2)C1,8%[176 µM]
COCCN1CCCCC(CC(=O)Nc2ccc(OC)cc2)C1=O (centres undefined),43%[activator]
COc1cccc(NC(=O)CCc2ccc3c(c2)CN(S(C)(=O)=O)CCO3)c1,37%[activator]
CCOC(=O)C1=CCC(c2ccccc2)N(S(C)(=O)=O)C1 (centres undefined),-14%
Cc1ncc2c(c1CNC(=O)c1ccc3c(c1)OCO3)CCN(C(=O)CC1NC(=O)c3ccccc31)C2 (centres undefined),24%
COc1ccc(CCNC(=O)Cc2ccc(N(Cc3ccccc3)C(=O)c3ccco3)cc2)cc1,60%
Cc1ccc(C(=O)N2[C@@H]3CC[C@H]2CC(NC(=O)c2cnc(C)cn2)C3)cn1 (some centres undefined),25%
CCNC(=O)c1cc2c(=O)[nH]c(-c3ccccc3)cn2n1,5%
CN(C)C[C@H]1O[C@H](Cc2cc(-c3cccc(O)c3)on2)CC[C@@H]1O,-25%[176 µM]
CC(C)Cc1cc(CN2CC[C@H](N3CCN(C)CC3)[C@H](CCC(=O)O)C2)[nH]n1,19%
O=C(C1CCOCC1)N1CCC2(COc3ncccc3[S+](=O)([O-])N2)C1 (centres undefined),-2%[6.33 µM]
Cn1nc(C2CCNC2)c2c(C(=O)N3CCC(F)CC3)cc(C3CC3)nc21 (centres undefined),0%[6.33 µM]
CCn1ccc(C(=O)N2CCCN(S(C)(=O)=O)C(c3ccccc3)CC(=O)NCC2)n1 (centres undefined),16%
Cc1cnc(C(=O)N[C@@H]2CCC[C@@H]2C(=O)NCCCN2CCOCC2)cn1,8%
O=C(c1cccc(Cl)c1)N1CCc2nc(C3CC3)nc(-c3ccc(Cl)cc3)c2C1,-21%
C[C@@]12CCCO[C@@]13C=CC(=O)C=C3CCC2,?
CCN1CC(C(=O)N2CCC3(CC2)C(=O)N(C)c2ccccc23)CCC1=O (centres undefined),11%
Cc1noc(-c2cn(C3CCCN(C(=O)c4cccc(Br)c4)C3)nn2)n1 (centres undefined),-5%
CCc1ccccc1NC(=O)CN1C=C(C(=O)OC)C(C)=NS1(=O)=O,?
Cc1ncoc1C(=O)N1CCC[C@H](n2c(=O)n(C)c3cccnc32)C1,32%
O=C1CC(c2noc(-c3ccc4c(c3)OCO4)n2)CN1c1ccc(F)cc1 (centres undefined),38%[activator]
CC(C)CCN1CCC2(CC1)C(=NC1CCCC1)NC(=O)N2c1cc(F)cc(F)c1,2%[6.33 µM]
COc1cc(CN2CCC([C@@H]3CNC[C@H]3CO)CC2)cc(OC)c1,12%
Cc1ccsc1C(=O)N1CCN(C(=O)c2nnn3c2COC(c2ccccc2)C3)CC1 (centres undefined),19%
O=C(Cc1cccs1)NC1CCCc2c1[nH]c1c(Cl)cccc21 (centres undefined),3%
CC1=C[C@@H](CNCCN2CCOCC2)[C@H](C(C)C)C[C@H]1Cc1nnc(-c2ccc(C)cc2)o1,35%[activator]
CC1=C[C@@H](CN2CCC(O)CC2)[C@H](C(C)C)C[C@H]1Cc1nnc(-c2ccncc2)o1,-2%[176 µM]
CN(C)c1cccc(C(=O)N2CCN(c3cc(-c4ccc(Cl)cc4)[nH]n3)CC2)c1,51%[activator]
CC(C)(C)C(=O)N1CCc2nc(C3CC3)nc(-c3ccc(Cl)cc3)c2C1,12%
COc1ccc(CCC(=O)N2CCC(Cc3nc(C4CC4)n[nH]3)CC2)cc1,-3%
CCn1c2c(c(=O)n1-c1ccccc1)CCN(Cc1cncc(OC)c1)C2,?
COc1cccc(C(=O)N[C@@H]2CN(Cc3cccnc3)C[C@H]2CN(C)C)c1C,50%[activator]
COc1ccc(C(=O)NCc2nnc(SC)n2-c2ccccc2C)c(OC)c1OC,13%
Fc1ccccc1-c1noc2nc(Oc3cccc(N4CCOCC4)c3)ccc12,5%
CCC1Oc2ccc(NC(=O)C3CC3)cc2CN(Cc2cc(F)cc(F)c2)C1=O (centres undefined),1%
O=C(NCc1ccc(C(F)(F)F)cc1)C1CCCN(c2cn[nH]c(=O)c2)C1 (centres undefined),40%[activator]
COc1ccc(-n2nc(C3CCN(Cc4ccc(N(C)C)cc4)CC3)[nH]c2=O)cc1,23%
COc1ccc(C(=O)N2CCC(N3Cc4cnc(C)n4C3=O)CC2)cc1,34%[activator]
Cc1ccc(CN2CCC3(CC2)CC(c2ccccc2)C(=O)N3C)cc1F (centres undefined),34%
CCOC(=O)N1CCN(C2CCCN(Cc3cc(C)ccc3-n3cccn3)C2)CC1 (centres undefined),90%[activator]
COCc1c(C(=O)NC2CCCC2)cnn1-c1nccc(-c2ccco2)n1,4%
CCOc1ccc(C2NC(=O)N(CC(=O)N3CCCC3)C3=C2C(=O)OC3)cc1 (centres undefined),23%
O=C(c1ccc(Cl)cc1)N1CCC(n2cc(-c3ccc(OC(F)(F)F)cc3)[nH]c2=O)CC1,?
CCNC(=O)CCc1c(C)nn(-c2ccccc2C)c1Oc1ccccc1F,44%[activator]
CSc1nc(-c2ccccc2)nc2ccccc12,?
COc1ccccc1N1CCN(c2nc(CNC(=O)c3ccccc3F)nc3ccccc23)CC1,4%
COc1ccc(Cl)cc1NC(=O)Cn1cccc1-c1nc(-c2ccccc2)no1,?
O=C(NCc1ccccc1)c1noc(-c2ccc3c(c2)OCO3)n1,27%
Cc1cccc(-c2ocnc2C(=O)N2CCCCCCNC(=O)[C@@H]3CCC[C@@H]32)c1,4%
CCOC(=O)C1CCN(C(=O)C2COC3(CCCCC3)N2C(=O)c2ccccc2)CC1 (centres undefined),1%
CC(C)CN1C(=O)c2cccn2CC1CNC(=O)c1n[nH]c(=O)c2ccccc12 (centres undefined),28%
COC[C@@H]1CN(C(=O)c2ccc3ncccc3c2)C[C@H]1c1nc(C)no1,3%
Cn1c(CN2CCOC[C@H]2c2ncc(-c3ccc(Cl)cc3)[nH]2)nc2ccccc21,35µM*
CC(=O)N1CC2(CCN(CC(=O)N3CCOCC3)CC2)CC1C(=O)O (centres undefined),9%
Cc1noc(C)c1-c1cc2c(c(-c3cccnc3)c1)C(=O)N(C)C2,5%[176 µM]

# Next part
SMILES,ALOX12 inh
COC(=O)C1=C(C)N(C)C(=NCc2ccccc2C(F)(F)F)NC1CCc1ccccc1 (centres undefined),-4%
O=C(c1ccsc1)N1CCC(Oc2ccccc2)C1 (centres undefined),1%
COc1ccc(-c2ncc3c(n2)OCCN(Cc2ccccc2)C3=O)cn1,-20%[176 µM]
CN(Cc1cccs1)[C@@H]1CC[C@@]23CCCN2C(=O)CCC[C@H]3[C@H]1Cc1ccccc1,?
CCN(CC)C(=O)CN1C(=O)NC2(CCC(C(C)(C)C)CC2)C1=O (centres undefined),8%
COCCOCc1nc(C2CCN(C(=O)c3[nH]nc4c3CCc3cc(OC)ccc3-4)CC2)no1,33%[activator]
C[S+](=O)([O-])N1CCCCC1c1nnc2n1CCNC2 (centres undefined),?
COc1ccc2[nH]cc(CCNC(=O)C3Cn4cccc4C(=O)N3Cc3cccnc3)c2c1 (centres undefined),37%[activator]
Cc1ccc(-n2c(C3CCN(C(=O)c4cccc(F)c4)CC3)n[nH]c2=O)cc1,?
Cn1cc(CC(=O)N2CCCc3ncc(C(N)=O)cc32)c2ccccc21,-17%[176 µM]
O=[S+]1([O-])CCCN1C1CCN([S+](=O)([O-])c2ccc(C(F)(F)F)cc2)CC1,5%[6.33 µM]
O=C(C1CCOCC1)N1CC(=O)N2[C@@H](CO)[C@H](c3ccc(Br)cc3)[C@@H]2C1,-25%
O=C(CCc1ccc2c(c1)OCO2)N1Cc2ccccc2C(O)C1 (centres undefined),?
COc1ccc(OC)c2nc(-c3cccc(Cl)c3)c(CN3CCC(O)CC3)cc12,35%[activator]
O=C1c2c(nc(COc3cc(F)cc(F)c3)n2Cc2ccccc2)NCCN1CC1CCOCC1,75%[activator]

# Structures listed above shown as hits in ALOX12 inh:
SMILES,ALOX12 inh
Cn1c(CN2CCOC[C@H]2c2ncc(-c3ccc(Cl)cc3)[nH]2)nc2ccccc21,35µM*

# Next results follow:
SMILES,ALOX12 inh
COc1ccc(C(=O)N[C@@H]2CCC[C@@H]2C(=O)NC(C)C)cc1,47%[activator]
COc1cc(Cl)ccc1C(=O)N1CC(F)(F)C[C@H]1c1nnc(C)o1,16%
O=C1NCc2ccccc2CC12CCCN2Cc1ccc(F)cc1F (centres undefined),11%[6.33 µM]
CN(C1CCc2ccccc2C1)[S+](=O)([O-])c1cccs1 (centres undefined),-3%[176 µM]
C=CCOC(=O)N(C)Cc1cn([C@@H]2CN[C@H](C(=O)NC)C2)nn1,8%
Cc1ccc(-c2noc([C@@H]3Cc4nc[nH]c4CN3Cc3cccs3)n2)cc1,3%[176 µM]
CN(C)C(=O)c1n[nH]c2c1CN(C(=O)c1cc(F)cc(F)c1)CC2,38%[activator]
O=C(c1ccccc1)N1CCC2(C1)C(=O)Nc1ccccc12 (centres undefined),14%[12.5 µM]
Cc1noc(-c2ccc(C(C)(C)C)cc2)c1C(=O)NCc1ccc(Cl)cc1,39%[activator]
O=C(c1ccccc1C(F)(F)F)N1CCC2(C1)C(=O)Nc1ccccc12 (centres undefined),29%
COCCNC(=O)CC(c1ccccc1OC)c1cn(C)c2ccccc12 (centres undefined),49%[activator]
Cc1noc2c(-c3cccnc3NCCCn3ccnc3)cc(-c3ccccc3)nc12,33%[activator][176 µM]
Cc1ccn2c(C(=O)N[C@H](Cc3ccccn3)C3CC(O)C3)nnc2n1 (some centres undefined),50%[activator]
CN1CCC2(CCC1=O)CN(C(=O)c1ccc(Cn3cccn3)o1)CCN2C (centres undefined),13%
CCc1nc(-c2c3n(c(=O)n(Cc4cccc(F)c4)c2=O)CCCC3)no1,34%
Cn1cnnc1-c1nn(C)c2c1CNCC2,-15%
Cc1cccc(N2Cc3c(ncnc3N3CCN(Cc4ccccc4)CC3)N(C)CC2=O)c1,19%
CCOc1ccc(CN2CCC(CO)(Cc3ccccc3Cl)CC2)cc1,-1%

# Single values from the entries so far:
# Result of `CN(CC1CCOCC1)S(=O)(=O)c1cccs1` under ALOX12 inh: -2%
# Result of `COc1cc(CN2CCC([C@@H]3CNC[C@H]3CO)CC2)cc(OC)c1` under ALOX12 inh: 12%

# Arranged by length of the SMILES (ascending): 6 of the compounds above
SMILES,ALOX12 inh
O=C(c1ccccc1)N1CCC2(C1)C(=O)Nc1ccccc12 (centres undefined),14%[12.5 µM]
CCOc1ccc(CN2CCC(CO)(Cc3ccccc3Cl)CC2)cc1,-1%
CN(C)C(=O)c1n[nH]c2c1CN(C(=O)c1cc(F)cc(F)c1)CC2,38%[activator]
CCc1nc(-c2c3n(c(=O)n(Cc4cccc(F)c4)c2=O)CCCC3)no1,34%
C=CCOC(=O)N(C)Cc1cn([C@@H]2CN[C@H](C(=O)NC)C2)nn1,8%
Cc1cccc(N2Cc3c(ncnc3N3CCN(Cc4ccccc4)CC3)N(C)CC2=O)c1,19%

# Screening data: PubChem, National Center for Advancing Translational Sciences (NCATS)
